COUP-TFII inh – NR2F2 transcriptional activity inhibitors, primary screen, cell-based, luciferase reporter, HEK293T, luminescence. AID 686940, 2013. inhibition, % at 8.6 µM. HEK293T NGFI-A luciferase reporter. hit rate 0.7% among 370,000;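 active means inhibition above a per-plate cutoff, mean inhibition of test wells between control levels plus 3 SD, cut at about 38% in these data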;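 further: cells cotransfected with COUP-TFII expression vector driving the NGFI-A reporter; 0% = median of COUP-TF2 test wells and 100% = reporter-only cells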
Target sequence (P24468 whole entry, looked up): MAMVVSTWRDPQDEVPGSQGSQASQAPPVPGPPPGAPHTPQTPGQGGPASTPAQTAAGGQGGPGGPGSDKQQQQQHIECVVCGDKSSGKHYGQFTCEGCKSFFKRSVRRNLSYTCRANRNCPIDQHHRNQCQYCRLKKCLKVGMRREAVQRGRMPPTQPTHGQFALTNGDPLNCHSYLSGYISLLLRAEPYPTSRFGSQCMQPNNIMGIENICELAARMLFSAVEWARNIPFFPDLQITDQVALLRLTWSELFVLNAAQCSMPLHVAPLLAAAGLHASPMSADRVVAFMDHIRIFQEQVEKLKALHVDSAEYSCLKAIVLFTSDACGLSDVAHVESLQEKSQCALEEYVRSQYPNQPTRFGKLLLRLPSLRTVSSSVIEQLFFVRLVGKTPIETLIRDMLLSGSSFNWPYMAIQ
EBV LMP1 NFkB – EBV LMP1-driven NF-kappaB luciferase reporter inhibitors, primary screen, cell-based, luminescence, single point | LMP1-induced NF-kappaB luciferase reporter cells | inhibition, % at 12.5 µM | hit rate 0.69% among 350,000 | AID 504558, 2011; in the data active means inhibition above about 41%;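 further: 0% = neutral control wells and 100% = reference inhibitor control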
TLR9-MyD88 block – inhibitors of TLR9-MyD88 association in cells, primary screen, cell-based, CHO, BLA complementation, fluorescence; Toll-like receptor 9 (Homo sapiens) + Myeloid differentiation primary response protein …; CCF4 FRET ratio; inhibition, % at 4.98 µM; hit rate 0.21% among 340,000; AID 504734, 2011;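 active means inhibition above the mean over all tested compounds plus 3 SD, cut at about 21% in these data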;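 further: 0% = DMSO only wells and 100% = clavulanate BLA inhibitor control wells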
NOD2 RIPK2 PPI – NOD2-RIPK2 binding disruptors in cells, primary screen, fluorescence, CHO cells, BLA complementation; Receptor-interacting serine/threonine-protein kinase 2 (Homo sapiens), O43353; CCF4 ratio; inhibition, % at 4.98 µM; hit rate 0.38% among 360,000; AID 624267, 2012; in the data active means inhibition above about 21%;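 further: 0% = vehicle only and 100% = reference blocker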
Target sequence (O43353 whole entry, looked up): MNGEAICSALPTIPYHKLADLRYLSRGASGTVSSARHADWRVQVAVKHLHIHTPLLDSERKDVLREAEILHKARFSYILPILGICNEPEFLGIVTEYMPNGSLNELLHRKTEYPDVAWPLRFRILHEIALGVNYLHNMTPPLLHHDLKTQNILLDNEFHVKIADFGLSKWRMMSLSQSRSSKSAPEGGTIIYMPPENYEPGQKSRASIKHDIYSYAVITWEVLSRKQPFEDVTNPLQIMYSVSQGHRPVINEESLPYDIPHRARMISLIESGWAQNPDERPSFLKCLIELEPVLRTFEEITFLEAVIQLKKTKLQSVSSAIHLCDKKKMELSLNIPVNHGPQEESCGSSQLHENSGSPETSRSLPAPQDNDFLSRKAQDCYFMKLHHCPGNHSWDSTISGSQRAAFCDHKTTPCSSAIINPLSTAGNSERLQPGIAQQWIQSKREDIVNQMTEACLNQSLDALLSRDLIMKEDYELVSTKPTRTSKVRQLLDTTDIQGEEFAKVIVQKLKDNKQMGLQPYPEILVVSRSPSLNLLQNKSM
NCOA3 inh – SRC3 coactivator transcriptional activity inhibitors, primary screen, cell-based, luminescence | Nuclear receptor coactivator 3 (Homo sapiens), Q9Y6Q9 | HEK293 GAL4-SRC3 luciferase reporter | inhibition, % at 3.6 µM | hit rate 0.17% among 360,000 | AID 588352, 2011;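 active means inhibition above a per-campaign cutoff, the mean of all compounds plus 3 SD, cut at about 60% in these data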;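 further: 0% = DMSO-treated cells and 100% = gossypol-treated cells at 36 µM; higher means less SRC3-driven luciferase light from the GAL4 reporter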
TRAIL sens C8 – viability loss with TRAIL in NB7+C8 cells, primary screen, TRAIL sensitizer project, cell-based, ATPlite luminescence; inhibition (viability loss, TRAIL sensitization), % at 10 µM; AID 624354, 2012; hit rate 1% among 360,000;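 active means compounds causing at least 50% loss of cell viability in the single-dose screen, relative to plate controls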
SRC1 inh – SRC1 coactivator transcriptional activity inhibitors, primary screen, cell-based, luminescence; Nuclear receptor coactivator 1 (Homo sapiens), Q15788; HEK293 GAL4-SRC1 luciferase reporter; inhibition, % at 3.6 µM; hit rate 0.12% among 360,000; AID 588354, 2011;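 active means inhibition above the campaign mean plus 3 SD, with each screening campaign given its own cutoff, cut at about 60% in these data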;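 further: 0% = DMSO treated cells and 100% = gossypol at 36 µM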
NCOA2 inhibitor – inhibition of GAL4-SRC2 driven luciferase reporter, primary screen, SRC2 inhibitor project, cell-based, luminescence. HEK293 GAL4-SRC2 luciferase reporter. hit rate 0.17% among 370,000. inhibition, % at 9 µM. Nuclear receptor coactivator 2 (Homo sapiens), Q15596;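 active means inhibition above the mean inhibition of all tested compounds plus 3 SD, set per campaign, cut at about 52% in these data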;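 further: 0% = DMSO treated cells and 100% = cells given Gossypol at 36 µM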
LRH-1 inv ag – LRH-1 (NR5A2) inverse agonists, primary screen, cell-based, luminescence, HEK293T, StAR-luciferase reporter | LRH-1 transfected, 24 h | hit rate 0.13% among 360,000 | Nuclear receptor subfamily 5 group A member 2 (Homo sapiens), O00482 | inhibition, % at 3.6 µM;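 active means inhibition above the mean inhibition of all tested compounds plus 3 SD, cut at about 73% in these data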;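 further: 0% = DMSO wells and 100% = reporter-only cells lacking LRH-1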
TROY signal inh – inhibitors of TROY-driven NF-kB signaling, primary screen, Q293 LMP1-TROYcd cells, NF-kB luciferase, uHTS; Q293 LMP1-TROYcd NF-kB luciferase reporter, 4 h; inhibition, % at 10 µM; hit rate 0.98% among 360,000; AID 1347056, 2019;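 active means compounds whose plate-normalised and pattern-corrected inhibition of the luciferase reporter signal at the single screening dose is 50% or more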
TWEAK-Fn14 inh – inhibitors of TWEAK-Fn14 signaling, primary screen, luciferase reporter cells, uHTS. TWEAK-stimulated Fn14 reporter cells, luciferase luminescence, 8 h. inhibition, % at 10 µM. hit rate 2% among 360,000. AID 1159606, 2016; in the data active means inhibition above about 50%
The depositor's hits bear a star; . = not tested or not shown. The list is partial; rates above refer to the full screens.

Order of results: NOD2 RIPK2 PPI, TWEAK-Fn14 inh, TRAIL sens C8, TROY signal inh, LRH-1 inv ag, TLR9-MyD88 block, NCOA2 inhibitor, EBV LMP1 NFkB, COUP-TFII inh, NCOA3 inh, SRC1 inh
COc1cc(/C=C(\NC(C)=O)C(=O)N2CCCCC2)ccc1OC(C)=O
→ -7, -4, -1, 7, -8, 5, -2, 6, -14, -16, 5
O=S(=O)(Nc1c(O)ccc2ccccc12)c1ccc(F)cc1
→ 5, 44, -5, 54*, -11, 4, -30, -1, -13, -36, -76
CCOCCCNC(=O)C1CCCN1S(=O)(=O)c1ccc(Cl)cc1 (stereo unspecified)
→ 0, 5, -13, 4, 4, -6, -25, 3, 8, 10, 4
CC(=O)c1cc(C#N)c(SCC(=O)O)nc1C
→ 3, 5, 0, 5, 15, -1, 9, 7, 11, 2, -15
C=CCn1nnnc1SCC(=O)Nc1ccccc1C(=O)OC
→ 6, 3, -3, 6, 7, -6, 6, 6, -24, 12, -12
COc1ccc(N(CC(=O)Nc2ccc3c(c2)OCO3)S(=O)(=O)c2ccccc2)cc1OC
→ -7, -12, 21, -1, 10, -1, -8, 7, -31, 6, 7
O=C(NCCNc1ccc([N+](=O)[O-])cc1)c1ccccc1F
→ -2, -4, 3, 6, 5, 5, 6, 3, -4, -8, -64
COc1ccc(-c2cc(C(F)(F)F)c3c(n2)sc2c(O)cc(=O)[nH]c23)c(OC)c1
→ 10, 0, -8, -1, 12, 4, -7, 2, 2, 14, 4
CCn1c(CNC(=O)c2ccc(F)cc2)cc2ccccc21
→ -1, -3, 33, -23, -42, -9, -18, -11, -28, -42, -31
COc1cc2cc(C#N)c(SCC(=O)N3CCOCC3)nc2cc1OC
→ -12, -22, 1, 4, -28, -7, 1, -7, -31, -34, -27
Cc1csc(SC(C)c2nc3scc(-c4ccccc4)c3c(=O)[nH]2)n1 (stereo unspecified)
→ 3, -11, 11, -15, 9, 1, 17, 1, 10, 28, -9
COc1ccc(NS(=O)(=O)c2cccc(C(=O)N3CCCC(C)C3)c2)cc1 (stereo unspecified)
→ -1, -5, 10, 0, 6, 5, 13, 5, 1, 0, -8
Clc1ccc(-c2csc(N3CCOCC3)n2)cc1
→ -3, -37, 7, -43, -101, 1, -22, -30, -29, -56, -79
CC1SC(c2ccc(Cl)cc2Cl)NC1=O (stereo unspecified)
→ -4, 7, 0, 5, 4, -3, 3, 10, 8, -8, 3
COc1ccc(Nc2nc(C)c3ccccc3n2)cc1
→ -8, -6, 9, -60, -84, 3, -27, -54, -34, -41, -75
Cc1cc(C)cc(NC(=O)N2CCC(NC(=O)c3ccco3)CC2)c1
→ -4, 18, -9, -12, 19, -4, -8, -1, 6, -17, 0
Cc1cc2c(N=NC(=O)CCc3ccccc3)c(O)[nH]c2cc1Br
→ -3, -3, 6, 4, -9, 1, 0, 11, 6, 11, -1
O=C(Cc1ccc([N+](=O)[O-])cc1)N/N=C/c1cccnc1
→ 0, 3, 19, 3, 18, 10, 20, 10, 6, 28, -14
CSc1nc(C)c(C(=O)C[n+]2ccccc2)cc1C#N
→ -4, -9, 6, -4, -10, 1, -21, 5, -4, 22, -7
Cc1c(C(=O)N(Cc2ccccc2Cl)C2CCS(=O)(=O)C2)oc2ccccc12 (stereo unspecified)
→ 3, 14, 14, 19, -15, 8, -27, -7, 12, 5, 14
O=C(CSc1nnc2ccc(-c3ccccn3)nn12)Nc1ccc(F)cc1F
→ -2, -8, 9, -7, -16, 3, -6, 0, -12, 2, -4
CC1=NNC(=O)C1CC(=O)N/N=C(/C)c1cccc([N+](=O)[O-])c1 (stereo unspecified)
→ 1, -2, 1, 1, 16, 5, -19, 2, 15, 21, 12
O=c1c2cc3c(=O)n(-c4ccccc4O)c(=O)c3cc2c(=O)n1-c1ccccc1O
→ 10, 15, -13, 15, 4, -19, -13, 1, -33, 10, -10
NS(=O)(=O)c1ccc(CCNC(=O)CNC(=O)c2ccc(Br)o2)cc1
→ -11, -2, -6, 6, 7, 3, ., -3, ., -4, -3
COc1cc(Cl)ccc1OCc1cc(C(=O)N(C)CCc2cnn(C)c2)no1
→ 8, -31, 10, -47, -82, 3, -52, -21, -14, -75, -50
COc1ccccc1N1CCN(C(=O)c2cc(S(=O)(=O)N3CCCCC3)ccc2C)CC1
→ -5, 9, -6, -3, 4, 0, 5, 8, 11, -5, 9
COc1cc(/C=N/n2c(C)nc3ccccc3c2=O)ccc1O
→ -10, -11, 18, -20, 8, -14, -21, -6, -1, 1, 10
C[C@@H]1CN([C@H](C)CO)C(=O)c2c(c3ccccc3n2C)-c2ccccc2CO[C@H]1CN(C)Cc1ccccc1
→ 3, 13, 17, -7, 11, -3, -15, -4, 6, 6, -19
CCOc1ccccc1C(=O)N1CCC(C(=O)c2ccc(F)cc2)CC1
→ 1, 8, -19, 14, 15, -13, 18, 16, 12, 9, 2
Cc1ccccc1Cn1cc(NC(=O)c2noc3c2CC(C(C)(C)C)CC3)cn1 (stereo unspecified)
→ -14, 3, 10, 14, -3, -7, 16, 7, 7, -5, 0
O=C(N/C(=C/c1ccccc1)C(=O)N1CCCCC1)c1ccc(Br)o1
→ -10, -10, -9, -9, 14, -10, -32, 0, 11, 13, 18
CC(Oc1ccccc1)c1ccnn1S(C)(=O)=O (stereo unspecified)
→ -1, -11, -11, 11, 0, -4, 9, -1, 8, 11, 3
Nc1cc(C(=O)OCC(=O)NNC(=O)c2cccs2)ccc1Cl
→ 1, -8, 11, -19, 10, 0, -30, -2, -3, -7, -8
CCOC(=O)COc1ccc2cc(C(=O)OCC)c(=O)oc2c1
→ 5, -8, 9, 14, 11, 7, -30, -5, -3, -3, 0
COC(=O)C(NC(=O)c1ccccc1C)(Nc1ncc(S(=O)(=O)c2ccc([N+](=O)[O-])cc2)s1)C(F)(F)F (stereo unspecified)
→ -1, -13, -7, -15, 10, 0, -52, -2, 0, 11, 19
O=C(CN1CCCC1)N/N=C/c1c(O)ccc2ccccc12
→ -1, 5, 7, 14, 27, -1, 24, 27, -26, 6, 19
O=C(Cc1ccc(NC(=O)C2CCCN(C(=O)C3CCCC3)C2)cc1)Nc1cccc(C(=O)N2CCCC2)c1 (stereo unspecified)
→ 1, 10, -7, -1, -4, -9, 0, 17, -9, -13, 4
CC(OC(=O)Cc1n[nH]c(=O)c2ccccc12)C(=O)Nc1cccc([N+](=O)[O-])c1 (stereo unspecified)
→ -11, -18, 2, 20, 0, 1, -11, -3, 3, 16, 6
CCN(CC(=O)Nc1c(F)cccc1F)C(=O)CCc1nc2cc(S(=O)(=O)N3CCOCC3)ccc2n1C
→ -4, -12, 6, 1, 13, 13, -8, 1, 13, 12, -13
CCc1nnc2n1N=C(c1ccc(-c3cc(Cl)ccc3Cl)o1)CS2
→ 3, -18, -9, -9, 27, 5, 1, 6, 0, -3, -2
Cc1c(Cl)cccc1NC(=O)CSc1sc2c(O)cc(=O)[nH]c2c1C#N
→ 4, 1, -14, -31, 47, 0, -13, -6, 2, 11, 12
CC1=NS(=O)(=O)NC(C)(C)C1
→ 6, 3, 0, -7, -9, 6, -13, 0, -1, 4, -13
CC(OC(=O)c1cccc(-n2cnnn2)c1)C(=O)c1ccccc1 (stereo unspecified)
→ 1, -26, -2, -12, 11, 3, 8, -8, 5, -10, -10
O=C(NCCN1CCC(n2c(=O)[nH]c3ccccc32)CC1)c1cccc(Cl)c1
→ -3, 4, 9, -13, 6, ., 1, ., -9, ., .
O=C(CN1C(=O)NC2(CCCC2)C1=O)NCc1ccc(F)cc1
→ 0, 23, 10, 4, 6, 1, -11, 4, 3, 0, 3
COC(=O)CN1C(=O)[C@H]2[C@@H](/C=C/c3ccccc3)N3C(=O)CN(CC4CC4)C(=O)[C@@]3(Cc3ccccc3)[C@H]2C1=O
→ 0, 12, -15, -10, 1, -2, 13, 17, 8, -49, 10
COc1ccc(NC(=O)c2cc(OC)c(OC)c(OC)c2)cn1
→ 2, -10, 12, -15, 13, 2, -6, 3, -23, 6, -5
Cc1ccc(CCNC(=O)c2ccc3nc4ccccc4c(=O)n3c2)cc1
→ -6, 29, -3, 20, -8, 8, -22, 2, 15, -3, 11
COc1ccccc1N(C(=O)c1ccco1)C(C(=O)NC1CCCCC1)c1cc(OC)c(OC)c(OC)c1 (stereo unspecified)
→ 1, 14, 3, 7, 8, 8, -5, 4, 14, 8, 6
c1ccc2c(c1)CNc1ccccc1-2
→ -3, 6, -3, 8, 13, -13, -4, 8, -1, 4, 5
